# Hsp70 act = Hsp70 transcriptional activation, primary screen; HeLa Hsp70 promoter luciferase reporter, luminescence; scaled: vehicle 0, proteasome-inhibitor control 100%; activation, % at 10 µM; 200,000 tested, 0.04% active; AID 1203;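 active = activation above the mean across all tested compounds plus 3 SD, cutoff set per campaign, cut at about 5.5% in these data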;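 also: 100% = MG132 at 30 µM as the positive control and 0% = DMSO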
# L major viab = Leishmania major promastigote growth inhibition. 200,000 tested, 9% active. inhibition, % at 10 µM. Leishmania major promastigotes, resazurin fluorescence viability; in the data active = inhibition above about 50%;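 also: promastigotes grown with compound for 44 hours at 28 °C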
# PMI act satM6P = increases human PMI activity with near-saturating mannose 6-phosphate | P34949 | activation factor at 20 µM | 190,000 tested, 0.34% active | coupled PMI enzyme assay, resazurin fluorescence, 20 min; hits give high values; 1 = untreated enzyme, 0 = substrate-free blank;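 active = activation factor of 2 or more at 20 µM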
# Target sequence (P34949 whole entry, looked up): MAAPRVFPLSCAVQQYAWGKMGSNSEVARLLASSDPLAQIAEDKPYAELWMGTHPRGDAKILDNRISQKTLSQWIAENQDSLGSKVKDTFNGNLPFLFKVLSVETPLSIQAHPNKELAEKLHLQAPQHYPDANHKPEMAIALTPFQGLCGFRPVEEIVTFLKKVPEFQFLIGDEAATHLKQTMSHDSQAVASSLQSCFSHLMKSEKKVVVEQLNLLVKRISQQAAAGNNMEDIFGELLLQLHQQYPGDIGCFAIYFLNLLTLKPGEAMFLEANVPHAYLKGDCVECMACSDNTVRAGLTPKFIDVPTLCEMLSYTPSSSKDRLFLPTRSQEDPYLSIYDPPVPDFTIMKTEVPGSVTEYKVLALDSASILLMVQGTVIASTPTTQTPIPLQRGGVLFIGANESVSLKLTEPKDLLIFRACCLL
#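 Test system – human PMI in coupled enzyme assay · Timing – 20 min incubation at room temperature · Detection – Diaphorase-driven resazurin-to-resorufin fluorescence, excitation 544, emission 590 nm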
# S1P3 antag = antagonists of human S1P3 receptor; inhibition, % at 4.98 µM; 170,000 tested, 0.27% active; CHO S1P3 NFAT-BLA reporter, FRET fluorescence, antagonist mode;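 active = inhibition above the plate cutoff, the mean inhibition of test wells on that plate plus 3 SD, cut at about 28% in these data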;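 also: cells challenged with S1P at its EC80 of 0.8 µM; blue over green emission ratio from cleaved BLA substrate after 4 h stimulation; 0% = S1P-stimulated wells and 100% = unstimulated DMSO-only wells; some compounds past the cut are filed as inactive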
# TNAP inh no acc = inhibitors of human TNAP without phosphate acceptor. AID 1012. P05186. 200,000 tested, 0.26% active. purified TNAP, CDP-star luminescence, 30 min. inhibition, % at 20 µM;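 active = tissue-nonspecific alkaline phosphatase inhibition above about 50% at 20 µM in the single-dose screen, limit read from the data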;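 also: 0% = DMSO negative control and 100% = EDTA positive control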
# Target sequence (P05186 whole entry, looked up): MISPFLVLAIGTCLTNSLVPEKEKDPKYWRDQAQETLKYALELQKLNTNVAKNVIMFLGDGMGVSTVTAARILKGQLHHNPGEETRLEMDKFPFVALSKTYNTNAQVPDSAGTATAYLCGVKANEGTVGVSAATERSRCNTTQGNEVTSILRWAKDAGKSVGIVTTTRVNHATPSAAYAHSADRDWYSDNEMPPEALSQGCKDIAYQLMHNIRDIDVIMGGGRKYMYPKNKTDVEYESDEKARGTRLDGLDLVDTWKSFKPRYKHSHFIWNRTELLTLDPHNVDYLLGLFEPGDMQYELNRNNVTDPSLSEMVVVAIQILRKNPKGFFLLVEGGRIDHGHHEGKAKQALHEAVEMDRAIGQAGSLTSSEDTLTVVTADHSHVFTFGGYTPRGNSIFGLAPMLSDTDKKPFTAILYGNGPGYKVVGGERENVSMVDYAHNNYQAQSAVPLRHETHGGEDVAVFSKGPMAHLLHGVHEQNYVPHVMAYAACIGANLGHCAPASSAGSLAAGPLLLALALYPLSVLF
# DTT redox prof = compounds producing H2O2 with reducing agent – biochemical, NIH compound library profiling, artefact control for MLSCN library redox annotation, primary screen; 200,000 tested, 0.03% active; DTT-dependent redox cycling H2O2, phenol red/HRP absorbance; 100% = 100 µM peroxide control, 0% = buffer; activation, % at 10 µM; AID 878;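 active = activation of at least 50% relative to the plate's high and low controls in the primary single-dose screen; inactive = activation below 50%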;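 also: compound incubated with DTT at 0.8 mM final as the reducing agent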
# RAM network inh = inhibitors of the yeast RAM network; S. cerevisiae dse1pr::URA3 reporter, 5-FOA growth OD615, 2 d; analog-sensitive cbk1-as2 kinase mutant strain; inhibition, % at 50 µM; 190,000 tested, 1.8% active;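 active = inhibition above a set limit, 3 SD over mean compound inhibition, cut at about 8.4% in these data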;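 also: 0% = DMSO-only wells with no growth and 100% = 10 µM 1-NA-PP1 full growth; inhibition rescues growth on 5-FOA so higher OD means more RAM inhibition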
# PMI activator = increases human mannose-6-phosphate isomerase activity; P34949; purified human PMI, coupled resazurin fluorescence, 20 min; hits give high values; 1 = vehicle control, 0 substrate-free wells; activation factor at 20 µM; 190,000 tested, 0.005% active; AID 1214;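 active = activation factor of 2 or more at 20 µM, relative to plate controls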
# TNAP inh hiacc = inhibitors of human TNAP at high phosphate acceptor concentration; P05186; purified TNAP, CDP-star luminescence, 1 M DEA; inhibition, % at 20 µM; 200,000 tested, 0.03% active;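 active = over 50% inhibition of tissue-nonspecific alkaline phosphatase at 20 µM in the single-dose screen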;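 also: plate controls were DMSO wells for no effect and EDTA-quenched wells as full inhibition for full effect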
# HMGR II inh = blocks class II HMG-CoA reductase of Enterococcus faecalis. purified E. faecalis HMGR, NADPH absorbance 340 nm kinetic. inhibition, % at 10 µM. 190,000 tested, 0.41% active;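 active = inhibition above a set limit, the median over all tested compounds plus 3 SD, cut at about 9.5% in these data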;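 also: enzyme runs in reverse so mevalonate oxidation gives rising NADPH absorbance; 0% = complete reaction with DMSO and 100% = background rate lacking mevalonate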
# * marks the source's active call; other numbers are inactive results; / = no result given.
smiles	Hsp70 act	L major viab	PMI act satM6P	S1P3 antag	TNAP inh no acc	DTT redox prof	RAM network inh	PMI activator	TNAP inh hiacc	HMGR II inh
CC(C)(C)C1C/C(=C/c2ccco2)C(=O)/C(=C/c2ccco2)C1 (stereo unspecified)	0.2	28	1.3	-1	5	-0.3	2.1	1.2	5	-3
CCc1cc2c(=O)n3c(nc2s1)-c1[nH]c2ccc(OC)cc2c1CC3	0.0	26	1	3	1	0.4	3.6	0.9	0	-6
c1ccc(COc2ccc(-c3csnn3)cc2)cc1	-0.1	-5	1	/	-4	3.8	5.3	0.9	-1	1
CC(C)(C)C(=O)Nc1cccc(C(=O)Nc2cc(C(=O)O)cc(C(=O)O)c2)c1	-0.4	-3	1	2	-13	0.1	0.0	1	-6	-2
O=C(COC(=O)c1c2c(nc3ccccc13)CCCCC2)c1ccc(Cl)s1	-0.5	62*	0.9	3	-7	0.8	0.6	0.8	-1	-14
O=C(NCc1cccs1)C(=O)c1c[nH]c2ccccc12	0.5	23	1.1	-4	9	3.2	0.9	1.2	12	-1
O=C(O)c1c[nH]c2c(C(F)(F)F)cccc2c1=O	0.0	-4	0.9	/	-10	0.1	2.5	0.9	-6	-2
O=C(COc1ccc(Cl)cc1[N+](=O)[O-])NC1CCCCC1	0.1	8	0.9	5	-12	-1.2	-2.6	1	-8	-2
Cc1ccc(NC(=O)COC(=O)CCc2ccc(S(=O)(=O)N3CCOCC3)cc2)c(C)c1	0.6	5	1	-2	-8	-0.6	3.5	1	-2	-1
O=C(C1=C(O)C(=O)N(CCCN2CCOCC2)C1c1ccncc1)c1cc2ccccc2o1 (stereo unspecified)	-0.3	-8	1	-29	-5	-0.5	0.8	1.1	-4	-9
Nc1nc(NCC2CCCO2)nc(NCC2CCCO2)c1[N+](=O)[O-] (stereo unspecified)	-0.4	3	1.1	-15	-16	0.0	2.0	0.9	-5	-3
Cc1cc(C(=O)CSc2nnc(Cc3ccccc3)o2)c(C)n1Cc1ccc2c(c1)OCO2	-0.5	0	1	/	-3	4.5	6.8	0.9	7	1
CCN(/N=C/c1ccc(N(C)C)cc1)c1nc2ccccc2[nH]1	0.1	17	0.8	-13	-12	-0.3	3.9	0.7	0	0
CC(C)CC1NC(=S)N(C2CCCCC2)C1=O (stereo unspecified)	-0.4	3	1	/	6	1.7	0.1	1.1	-2	-4
Cc1nc(C(F)(F)F)nc(Nc2ccc(N=Nc3ccccc3)cc2)c1C#N	-0.3	-1	1	-2	-10	0.6	3.4	0.9	1	-10
CCc1nnc(NC(=O)C2Cc3ccccc3CN2S(=O)(=O)c2ccc(C)cc2)s1 (stereo unspecified)	0.2	39	0.9	/	-3	2.6	1.5	0.9	3	2
Cc1nn(-c2ccccc2)c(C)c1/C=N/NC(=O)CSc1nnc(SCc2cccc3ccccc23)s1	-0.3	97*	0.8	6	-6	-0.3	8.1	0.9	-8	-5
COc1ccc(-c2nc3c(n2O)CCC/C3=N\O)cc1	-0.3	2	0.8	/	-1	0.0	3.5	0.8	1	-3
Cc1cc(/C=N/NC(=O)c2ccncc2)c(C)n1-c1ccccc1	-0.2	-2	0.9	15	-16	-0.2	1.2	0.9	-5	1
O=C(NCCCn1ccnc1)C(=O)NCC1OCCN1S(=O)(=O)c1ccc(Br)cc1 (stereo unspecified)	-0.1	2	1.1	-7	2	-0.7	0.0	1.1	3	1
COc1ccc(-c2csc(Cc3nnc4n3CCCCC4)n2)cc1	-0.5	3	1.1	13	-6	1.9	3.0	1	-9	2
O=C(NCc1cccnc1)c1ccc(COc2ccc(Cl)cc2)cc1	0.0	3	1	-1	-10	-0.2	-0.5	1	-2	-4
O=C(COC(=O)c1cccs1)NCc1ccccc1	-0.2	-8	1	16	-6	0.4	2.6	1	-3	-4
O=C(O)CCc1ccc(-c2ccccc2)n1-c1cccc(O)c1	-0.2	-6	0.9	5	-10	2.8	0.5	0.8	-4	-3
CC(=O)N1CCN(c2ccc(NC(=O)c3ccc4c(c3)OCCO4)cc2Cl)CC1	-0.3	5	1	-3	-9	-0.4	1.0	1	-1	2
CCCCn1c(C)cc2cc(O)ccc21	-0.2	2	0.7	/	-10	-2.0	-0.3	0.6	-6	1
Cc1ccn2c(-c3csc(NCc4ccccc4)n3)c(C)nc2c1	-0.4	31	0.6	/	-122	0.7	-0.7	0.9	-4	-2
O=[N+]([O-])c1cccc(/C=N/Nc2nc(NCc3ccccc3)nc(N3CCOCC3)n2)c1	0.0	48	1	-7	-8	1.3	2.9	1	-4	5
CCCCOc1ncnc2c1[nH]c1ccc(F)cc12	-0.3	24	1	30	-11	0.7	0.7	1	5	-1
COc1ccc(N(CC(=O)Nc2ccccc2C)S(=O)(=O)c2ccccc2[N+](=O)[O-])c(OC)c1	0.1	17	/	-4	-6	-0.3	4.4	/	-1	-4
COc1cc(/C=C2/C(=N)N3OC(C)=CC3=NC2=O)ccc1OC(=O)c1ccco1	-0.3	4	0.9	-2	-2	-1.4	4.1	1	5	-3
C=CCOC(=O)C1=C(C)Nc2ncnn2C1c1cc(Br)ccc1F (stereo unspecified)	-0.3	18	1	20	-2	-3.2	-1.2	0.9	-6	-3

# By substructure: the entries above with an aryl methoxy group
smiles	Hsp70 act	L major viab	PMI act satM6P	S1P3 antag	TNAP inh no acc	DTT redox prof	RAM network inh	PMI activator	TNAP inh hiacc	HMGR II inh
CCc1cc2c(=O)n3c(nc2s1)-c1[nH]c2ccc(OC)cc2c1CC3	0.0	26	1	3	1	0.4	3.6	0.9	0	-6
COc1ccc(-c2nc3c(n2O)CCC/C3=N\O)cc1	-0.3	2	0.8	/	-1	0.0	3.5	0.8	1	-3
COc1ccc(-c2csc(Cc3nnc4n3CCCCC4)n2)cc1	-0.5	3	1.1	13	-6	1.9	3.0	1	-9	2
COc1ccc(N(CC(=O)Nc2ccccc2C)S(=O)(=O)c2ccccc2[N+](=O)[O-])c(OC)c1	0.1	17	/	-4	-6	-0.3	4.4	/	-1	-4
COc1cc(/C=C2/C(=N)N3OC(C)=CC3=NC2=O)ccc1OC(=O)c1ccco1	-0.3	4	0.9	-2	-2	-1.4	4.1	1	5	-3

# (list continues)
smiles	Hsp70 act	L major viab	PMI act satM6P	S1P3 antag	TNAP inh no acc	DTT redox prof	RAM network inh	PMI activator	TNAP inh hiacc	HMGR II inh
CN(c1ccccc1C(=O)NCc1ccco1)S(C)(=O)=O	0.2	-1	1	-2	-9	0.7	0.7	0.9	2	0
COC(=O)c1ccc(S(=O)(=O)N2C3CCC2CC(NC(=O)C2CC2)C3)cc1 (stereo unspecified)	-0.2	-7	1	/	-10	2.3	1.9	0.9	-4	0
CCc1ccc2[nH]c(=O)c(C(c3nnnn3Cc3ccco3)N3CCC(C)CC3)cc2c1 (stereo unspecified)	-0.3	22	0.8	/	-6	0.7	-0.8	0.8	-5	-6
COc1ccc(NC(=S)N2CCC(C(=O)N3CCCCCC3)CC2)cc1	-0.4	-7	1.1	/	-10	-2.8	-1.1	1	-3	-9
O=C(N/N=C/c1ccsc1)c1cc(-c2cccs2)nc2ccccc12	0.0	20	0.9	7	-8	-0.1	0.4	0.9	-3	-4
COc1cc(/C=N/Nc2cc(C)nc(NS(=O)(=O)c3ccc(C)cc3)n2)ccc1O	-0.5	-7	1.2	-3	-4	-0.1	5.3	1.1	0	-5
COC(C(=O)Nc1ccc(S(=O)(=O)N2CCCCC2)cc1)c1ccccc1 (stereo unspecified)	-0.1	2	1	/	-15	0.1	1.6	0.9	-4	-3
CC(=O)/C=C/c1ccc2ccccc2n1	1.2	100*	1	/	-6	2.8	3.1	1	-2	1

# An excerpt from above, reduced to PMI act satM6P, HMGR II inh and Hsp70 act:
SMILES	PMI act satM6P	HMGR II inh	Hsp70 act
COc1ccc(NC(=S)N2CCC(C(=O)N3CCCCCC3)CC2)cc1	1.1	-9	-0.4
O=C(N/N=C/c1ccsc1)c1cc(-c2cccs2)nc2ccccc12	0.9	-4	0.0

# Three entries drawn at random from the list so far:
smiles	Hsp70 act	L major viab	PMI act satM6P	S1P3 antag	TNAP inh no acc	DTT redox prof	RAM network inh	PMI activator	TNAP inh hiacc	HMGR II inh
O=C(COC(=O)c1c2c(nc3ccccc13)CCCCC2)c1ccc(Cl)s1	-0.5	62*	0.9	3	-7	0.8	0.6	0.8	-1	-14
O=C(C1=C(O)C(=O)N(CCCN2CCOCC2)C1c1ccncc1)c1cc2ccccc2o1 (stereo unspecified)	-0.3	-8	1	-29	-5	-0.5	0.8	1.1	-4	-9
Cc1nc(C(F)(F)F)nc(Nc2ccc(N=Nc3ccccc3)cc2)c1C#N	-0.3	-1	1	-2	-10	0.6	3.4	0.9	1	-10

# The list continues.
smiles	Hsp70 act	L major viab	PMI act satM6P	S1P3 antag	TNAP inh no acc	DTT redox prof	RAM network inh	PMI activator	TNAP inh hiacc	HMGR II inh
Cc1ccc(NC(=O)COC(=O)C2(c3ccc(Cl)cc3)CCCC2)cc1	-0.5	0	0.9	5	-6	-0.3	3.5	0.9	-2	-5
COc1ncnc2c1oc1ccccc12	0.1	-3	0.9	-8	-2	-0.3	1.9	0.9	-2	-2
Cc1nc2sc(C(c3ccc(Cl)cc3)N3CCN(c4ccccc4F)CC3)c(O)n2n1 (stereo unspecified)	-0.2	12	0.9	-32	-12	0.2	1.0	0.9	-4	-1
Cc1ccc2[nH]ccc(=O)c2c1	-0.3	-2	1	-12	-6	0.7	0.9	0.9	-1	-3
CC(C)(C)c1csc(NC2=NS(=O)(=O)c3ccccc32)n1	0.0	-7	1.1	8	-11	4.3	4.4	1	-3	-4
CC1(C)CCCN(C(=O)c2ccc3c(c2NCCO)C(=O)c2ccccc2C3=O)C1	0.1	100*	0.8	-11	25	0.5	1.1	0.9	28	-4
O=C(Nc1cccc2ncccc12)c1ccc(Br)c([N+](=O)[O-])c1	-0.2	26	0.9	-25	-10	-0.1	1.3	1	-4	-4
Cc1ccc(C(=O)C(C)[n+]2cccc(C(N)=O)c2)cc1 (stereo unspecified)	-0.2	-12	1.1	2	-7	-0.2	0.2	1.2	0	-1
CN1CCCC(OC(=O)CCCCC(=O)OC2CCCN(C)C2)C1 (stereo unspecified)	0.2	-3	1	0	-6	0.0	3.5	1	-3	-4
CCN(CC)CCCNC(=O)Cn1cnc2sc(C)c(S(=O)(=O)N3CCN(c4ncccn4)CC3)c2c1=O	-0.2	1	0.9	-8	-13	-0.8	3.4	1	-5	-6
CC1=NNC(=O)C1CCC(=O)N/N=C(\C)c1ccccc1 (stereo unspecified)	-0.1	-7	1	-5	-6	-0.6	1.4	1	2	0

# Screens as filed in PubChem.
